Screening data: PubChem, several laboratories
Pf gametocyte: P. falciparum stage V gametocyte viability inhibition | P. falciparum stage V gametocytes, ATP luminescence, 24 h | inhibition, % at 10.9 µM | 150,000 tested, 0.065% active | AID 743093;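 active = inhibition above the mean plus 3 SD of compounds within the control limits, set per campaign, cut at about 38% in these data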;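 also: 0% = DMSO wells and 100% = medium only without gametocytes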
HRas wt GTP: changes GTP binding to wildtype human HRas. P01112. GST-Ras wt beads, Bodipy-FL-GTP binding, flow cytometry; actives lie on both sides. GTP binding activity, % at 10 µM. 190,000 tested, 0.14% active. AID 759;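 active = GTP binding activity at least 20% away from the 100% baseline, either lowered as inhibitor or raised as activator; inconclusive = flagged as likely green fluorescent, judged across all proteins in the well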;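 also: 0% = unlabeled GTP competition control and 100% = no-compound control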
Target sequence (P01112 whole entry, looked up): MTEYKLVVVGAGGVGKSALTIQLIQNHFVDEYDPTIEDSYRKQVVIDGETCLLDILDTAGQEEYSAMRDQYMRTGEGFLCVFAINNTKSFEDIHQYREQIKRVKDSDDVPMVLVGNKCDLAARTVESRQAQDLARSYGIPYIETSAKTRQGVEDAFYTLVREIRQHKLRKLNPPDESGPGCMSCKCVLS
Mcl1 Bid PPI: disrupts binding of human Mcl-1 to Bid peptide; Q07820; TR-FRET Mcl-1/Bid-Dy647 peptide binding, 1536-well; inhibition, % at 21.7 µM; 220,000 tested, 0.97% active;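 active = compounds that cut the binding signal by more than half at the single screening dose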;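 also: His-tagged Mcl-1 with europium anti-His antibody binding Bid BH3 peptide; 0% = Mcl-1 plus peptide wells and 100% = peptide-only wells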
Target sequence (Q07820 whole entry, looked up): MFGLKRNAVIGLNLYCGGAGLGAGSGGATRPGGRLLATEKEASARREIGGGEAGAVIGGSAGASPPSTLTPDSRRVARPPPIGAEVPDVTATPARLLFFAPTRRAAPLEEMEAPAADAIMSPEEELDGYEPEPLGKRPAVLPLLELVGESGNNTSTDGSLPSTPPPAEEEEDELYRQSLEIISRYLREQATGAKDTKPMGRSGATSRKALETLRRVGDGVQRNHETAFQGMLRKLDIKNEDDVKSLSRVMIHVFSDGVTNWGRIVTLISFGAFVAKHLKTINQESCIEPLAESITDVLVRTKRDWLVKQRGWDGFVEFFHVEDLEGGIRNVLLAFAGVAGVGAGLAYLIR
Rac1 wt GTP bind: alters GTP binding to wildtype human Rac1. P63000. GST-Rac1 beads, fluorescent GTP binding, flow cytometry; actives lie on both sides; 0 = cold GTP competed, 100 = untreated. GTP binding activity (% of control), % at 10 µM. 190,000 tested, 0.27% active. AID 757;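 active = GTP binding activity at least 20 points away from the 100% control level, either lower or higher; inconclusive = compound flagged as likely green fluorescent, judged across all proteins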
Mcl1 Noxa PPI: Mcl-1/Noxa interaction inhibition; Q07820; TR-FRET Mcl-1/Noxa peptide binding, 2 h; inhibition, % at 21.7 µM; 220,000 tested, 1.5% active;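 active = compounds that cut the protein-peptide binding signal by more than 50% relative to plate controls in a single-dose test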;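 also: His-tagged Mcl-1 with rhodamine Noxa BH3 peptide and terbium anti-His antibody; 0% = Mcl-1 plus Noxa peptide wells and 100% = peptide-only wells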
Rac1 act GTP bind: modulators of GTP binding to human Rac1 activated mutant | GST-Rac1 activated beads, fluorescent GTP binding, flow cytometry; actives lie on both sides; 100% means binding = to untreated wells | P63000 | 190,000 tested, 0.11% active | percent activity (GTP binding), % at 10 µM | AID 764;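 active = GTP binding at least 20 percentage points away from the 100% baseline, in either direction, so actives lie on both sides; inconclusive = Compound likely fluorescent itself, or too few beads counted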
Rab7 wt GTP bind: modulators of GTP binding to dog Rab7 wildtype GTPase; GST-Rab7 beads, fluorescent GTP binding, flow cytometry; actives lie on both sides; untreated = 100%, excess cold GTP = 0%; GTP binding activity (percent of control), % at 10 µM; 190,000 tested, 0.055% active; AID 758;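 active = fluorescent GTP binding to Rab7 beads changed by at least 20 points from the 100% baseline, either direction, mostly lower; inconclusive = compound itself probably fluorescent, or too few beads counted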;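 also: median green fluorescence of bound Bodipy-FL-GTP per Rab7 bead population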
Rab2 wt GTP: changes GTP binding to wildtype dog Rab2A, up or down. P61105. GST-Rab2 wt beads, Bodipy-GTP binding, flow cytometry. GTP binding activity, % at 10 µM. 190,000 tested, 0.19% active;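 active = GTP binding activity at least 20 points away from 100%, either lowered or raised; inconclusive = signal likely due to the compound's own green fluorescence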;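 also: 0% = beads with excess unlabeled GTP and 100% = no-compound control corrected for plate trend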
Avidin bead fluor: avidin bead compound fluorescence profile. 220,000 tested, 0.38% active. AID 1775. Avidin beads, compound fluorescence 488/530 nm, flow cytometry; stronger effect = higher value. fluorescence (KMESF) at 10 µM; in the data active = fluorescence above about 47; also: inactives centre near 10
Cdc42 wt GTP: changes GTP binding to wildtype human Cdc42. P60953. 190,000 tested, 0.2% active. GST-Cdc42 beads, Bodipy-GTP binding, flow cytometry; actives lie on both sides. percent activity (GTP binding), % at 10 µM. AID 761;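 active = percent activity GTP binding at least 20 points away from the 100% baseline, either down as inhibitor or up as activator; inconclusive = compound flagged as likely green fluorescent from well-wide comparison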;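 also: median bead fluorescence of bound Bodipy-FL-GTP at 100 nM; 0% = excess unlabeled GTP control and 100% = no compound control; below 100% means less GTP binding so inhibitor and above means activator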
Target sequence (P60953 whole entry, looked up): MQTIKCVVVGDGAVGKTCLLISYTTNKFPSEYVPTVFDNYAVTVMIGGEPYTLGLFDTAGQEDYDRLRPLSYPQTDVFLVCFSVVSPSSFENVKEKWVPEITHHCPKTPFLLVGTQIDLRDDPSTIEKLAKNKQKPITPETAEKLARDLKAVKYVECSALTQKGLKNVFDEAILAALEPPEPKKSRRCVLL
GSH bead fluor: GSH bead compound fluorescence profile; GSH beads flow cytometry, compound fluorescence 488/530 nm; stronger effect = higher value; fluorescence (KMESF) at 10 µM; 190,000 tested, 0.25% active; in the data active = fluorescence above about 89;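 also: glutathione beads carrying GST-tagged Bcl family fusion proteins plus one bare bead set; values are compound well signal with DMSO vehicle wells as background; inactives centre near 16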
The depositor's hits bear a star; ? = inconclusive; · = no result given.

SMILES	Pf gametocyte	HRas wt GTP	Mcl1 Bid PPI	Rac1 wt GTP bind	Mcl1 Noxa PPI	Rac1 act GTP bind	Rab7 wt GTP bind	Rab2 wt GTP	Avidin bead fluor	Cdc42 wt GTP	GSH bead fluor
O=c1sc2ccccc2n1CCOc1ccccc1	15	103	-4	105	-4	98	102	101	9	101	7
CC(C)(C)NC(=O)C(OC(=O)Cn1nnc(-c2ccc(F)cc2)n1)c1ccncc1 (stereo not given)	·	101	-15	107	-2	100	101	100	8	102	4
CCOC(=O)C(CCCOc1ccc(C)cc1)C(=O)OCC	·	101	11	105	22	98	103	99	6	99	16
O=C(Cn1cnc2ccccc2c1=O)Nc1ccc2c(c1)OCCO2	25	103	-28	105	9	100	102	100	17	101	18
CCC(C)Sc1nc2ccccc2n1CC(=O)O (stereo not given)	·	104	-2	104	-1	97	103	104	17	103	12
COCCN(C(=O)Cc1cccs1)C(C(=O)NCc1ccc(OC)cc1)c1ccccc1 (stereo not given)	·	98	6	100	8	95	95	95	7	98	45
COC(=O)C(F)(F)Sc1c(C)[nH]c2ccccc12	·	?	-15	?	2	?	?	?	143*	?	26
Cc1cccc(/C=N/NC(=O)Cn2nc(C)cc2C)n1	2	103	-16	107	-4	101	101	101	13	108	12
CC1CCCC(NC(=O)COC(=O)c2ccc3ccccc3n2)C1C (stereo not given)	-14	103	7	107	-3	99	105	102	9	104	54
CC(=O)c1ccc(C(=O)N2CCC(CO)(Cc3cccc(C(F)(F)F)c3)CC2)cc1	14	98	4	100	8	97	95	97	2	96	9
CC(CN(C)Cc1ccccc1)OC(=O)c1ccccc1F (stereo not given)	10	100	-25	106	25	98	98	97	12	99	17
Cc1cccc(NC(=O)CSc2nnc(CCCCCNC(=O)OC(C)(C)C)o2)c1C	-10	103	-1	101	0	99	101	102	21	103	31
CC(=O)c1ccc(OCCCC(=O)NC(C)c2ccc(S(N)(=O)=O)cc2)cc1 (stereo not given)	4	98	-23	94	0	95	104	100	7	96	14
O=C(NN=C1c2ccccc2-c2ccccc21)c1ccccn1	·	97	11	99	40	98	101	98	12	101	31
CC1CCCCC1NC(=O)c1cc2c(s1)CS(=O)(=O)C2 (stereo not given)	·	101	-9	101	-4	98	99	99	8	102	13
Cc1ccc(C)c(NC(=O)C2(C)CC3c4ccccc4C2c2ccccc23)c1 (stereo not given)	·	103	-6	102	0	100	96	102	28	101	13
CCO[C@H]1OC(C(=O)N2CCN(Cc3ccccc3)CC2)=C[C@@H](c2ccccc2)[C@@H]1CCCO	·	96	-5	98	-32	95	95	94	6	97	17
CCOC(=O)C1=C(C)NC(=O)NC1c1cccnc1 (stereo not given)	0	96	-1	97	17	95	101	101	18	96	15
O=C1/C(=C\c2ccc(O)cc2)SC(=S)N1c1cccnc1	13	95	6	98	73*	95	101	96	9	93	9
CCCC1CCC(C(=O)n2nc(N)c3cc4ccc(OC)cc4nc32)CC1 (stereo not given)	·	100	7	106	16	101	99	100	6	100	13
Cc1ccc(-c2nc(CSCC(=O)NCCN3CCN(Cc4ccccc4)CC3)c(C)o2)cc1	-4	99	-63	98	12	96	96	99	22	101	12
Cc1ccoc1C(=O)Nc1ccc(CC(=O)O)cc1	20	106	-30	99	3	99	105	104	20	103	11
O=C(CCSc1nnc(-c2ccccc2)o1)N1CCOCC1	-3	101	-29	105	12	100	103	101	10	103	13
CC(C)C(=O)N=c1sc2cc(F)cc(F)c2n1C	·	98	-15	97	26	96	98	100	5	100	18
CC(C)c1ccccc1-n1c(SCC(=O)N2CCN(c3ccccc3)CC2)nnc1-c1cccnc1	·	97	-22	94	6	94	98	94	37	94	12
COC(=O)CSc1nc2cc3c(cc2cc1C#N)OCO3	22	99	-11	101	-67	100	96	99	25	102	16
Cc1ccccc1NC(=O)CN1C(=S)NC(C)(C)CC1C (stereo not given)	·	101	-66	100	13	99	97	100	9	101	19
Nc1nnc(SCC(=O)c2ccc3ccccc3c2)s1	19	97	-4	99	17	98	97	96	5	98	22
COc1ccc(S(=O)(=O)N2CCC(C(=O)N3CCc4ccccc4C3)CC2)cc1C	-1	?	3	?	6	?	?	?	25	?	16
CCOc1ccc2[nH]c(=O)c(CN(CCOC)C(=O)N3CCOCC3)cc2c1	·	102	12	101	21	97	103	101	8	102	33
COC(=O)c1ccc(S(=O)(=O)NCc2cccc(OC)c2)n1C	18	103	1	109	12	100	103	101	31	103	23
N#C/C(=N\Nc1ccc(F)cc1)C(=N)N1CCCCCC1	·	97	-43	97	8	97	93	96	12	98	13
NCC12CC3CC(CC(O)(C3)C1)C2	10	104	-21	109	-1	101	105	105	7	103	262*
O=C(CC(c1ccccc1O)N1CCCCC1)N1CCCCC1 (stereo not given)	31	99	-82	100	7	98	97	99	24	103	11
O=C(Oc1ccc2c(c1)OCO2)c1ccc(Br)c(S(=O)(=O)N2CCOCC2)c1	·	?	-25	?	·	?	?	?	9	?	30
Cc1cc(NC(=O)c2cc(-c3ccccc3)on2)n(-c2ccccc2)n1	·	101	8	104	-4	100	99	100	7	101	13
O=C1NC(=Nc2ccccc2)S/C1=C/c1cccnc1	-39	92	-23	92	-5	92	95	93	3	92	12
Cc1ccc(C)c(NC(=O)c2ccccc2O)c1	15	95	-5	105	44	101	104	103	7	104	47
Cc1ccc(S(=O)(=O)N(C)C)cc1NC(=O)CCc1c[nH]c2ccccc12	-28	98	-22	100	6	99	99	96	10	98	15
COc1cc(C=O)ccc1OCCOCCOc1ccc(Cl)cc1	-13	100	-4	96	13	96	100	97	18	97	10
COc1ccc(C2C(C(C)=O)=C(C)N=c3s/c(=C\c4cc(C)n(C)c4C)c(=O)n32)c(OC)c1 (stereo not given)	0	107	-133	104	-2	101	106	106	9	107	11
Cc1cccc(OCCCC(=O)Nc2ccc(N3CCCCC3)cc2)c1C	-2	102	-37	103	9	100	97	98	11	100	78
N#Cc1c(SCC(=O)Nc2ccccc2)nsc1SCC(=O)Nc1ccccc1	3	102	-17	106	2	100	102	104	22	102	13
O=C(O)c1cc2c(ccc3ccccc32)[nH]1	11	101	-3	102	-10	99	102	103	35	102	10
O=C(O)c1cc(-c2ccc(Cl)s2)nc2ccccc12	22	92	-12	92	12	87	98	90	11	86	16
C=CCC(=O)N1CCCC(CNC(=O)c2ccc(-c3ccccc3)cc2)C1 (stereo not given)	0	102	-10	102	4	97	107	100	12	99	11
O=C(NCCOc1ccccc1Cl)C(=O)Nc1ccccc1	14	101	-4	101	13	104	96	97	2	95	6
Fc1ccc(/C=N/NC(=S)Nc2cccnc2)cc1	-4	101	-55	102	3	96	104	100	27	98	12

Just Mcl1 Bid PPI and Mcl1 Noxa PPI, for some of the entries so far:
compound	Mcl1 Bid PPI	Mcl1 Noxa PPI
O=C1NC(=Nc2ccccc2)S/C1=C/c1cccnc1	-23	-5
O=C(O)c1cc2c(ccc3ccccc32)[nH]1	-3	-10

Additional structures:
SMILES	Pf gametocyte	HRas wt GTP	Mcl1 Bid PPI	Rac1 wt GTP bind	Mcl1 Noxa PPI	Rac1 act GTP bind	Rab7 wt GTP bind	Rab2 wt GTP	Avidin bead fluor	Cdc42 wt GTP	GSH bead fluor
Cc1ccc(S(=O)(=O)C2(C(=O)N3CCN(c4cc(C)ccc4C)CC3)CC2)cc1	13	106	-17	107	16	103	109	104	14	104	16
COc1ccccc1CNC(=O)CCc1nc2ccccc2c(=O)[nH]1	·	102	-20	105	4	101	101	102	13	106	21
COC(=O)c1ccc(CSCC(=O)Nc2cc(OC)cc(OC)c2)o1	·	101	-17	103	-9	99	100	99	16	99	35
CCOC(=O)C1CCN(Cc2ccc(F)c(F)c2)CC1	·	97	22	99	18	99	97	96	24	99	25
COc1ccc(NC(=O)CCN2CCCC2)c(OC)c1	13	99	-10	105	7	99	102	100	8	101	21
CCN1CCN(c2nc(C)c3c(n2)CC(C)CC3=O)CC1 (stereo not given)	11	97	-25	97	-12	95	99	99	9	101	10
CN(C)CCNC(NC(=O)c1cccs1)C(Cl)(Cl)Cl (stereo not given)	·	98	8	106	12	98	99	97	12	106	15
O=C(NCCCN1CCOCC1)c1cc(-c2ccc(Cl)cc2)on1	·	102	-8	106	8	99	98	101	29	101	21
CCSc1nnc(-c2cc3c(s2)-c2ccccc2CC3)o1	-29	102	4	104	10	98	102	101	7	101	29
COc1ccccc1OCCn1c(CO)nc2ccccc21	-35	97	0	95	3	93	95	94	6	95	37
CCN=c1sc2ccccc2n1CC(O)COc1ccccc1 (stereo not given)	-8	100	0	99	14	100	100	102	7	100	17
Cc1ccc(NC(=S)N2CCC(N(C)CC3CCCO3)CC2)c(C)c1 (stereo not given)	·	100	-51	104	3	100	99	99	25	100	22
O=[N+]([O-])c1ccc(NC(=S)N/C(=N/CS(=O)(=O)c2ccccc2)c2ccccc2)cc1	6	101	-14	103	20	100	98	98	35	100	24
O=C1CSC(=Nc2cc(Cl)ccc2Cl)N1	·	95	7	100	15	97	93	97	9	96	30
Cc1cccc(N2CC(C(=O)Nc3nnc(SCC(=O)Nc4cc(C)on4)s3)CC2=O)c1 (stereo not given)	18	101	1	105	20	102	97	100	12	104	10
Cc1cc(C)c2c(n1)SCC(=O)N2CC(=O)NCCC1=CCCCC1	·	98	-6	105	7	98	101	100	6	97	26
COc1ccccc1OCC(=O)Nc1nonc1NC(=O)COc1ccccc1OC	·	96	-14	99	-8	97	97	94	3	96	8
N=c1sccn1CC(=O)Nc1ccccc1-c1ccccc1	·	100	-22	103	4	98	104	102	9	102	23
O=C(O)c1ccccc1-c1ccc(/C=c2\sc3nc4cc(Br)cnc4n3c2=O)o1	·	97	78*	101	91*	97	98	91	9	98	25
CCCc1nc(N)c(C#N)c(-c2ccco2)c1CC	·	95	7	94	-7	93	96	94	25	93	25
Clc1ccc(CNc2ccccc2NCc2ccc(Cl)nc2)cn1	-8	97	-57	99	19	97	101	98	11	98	27
CCC1CCCCN1C(=O)Nc1ccc(F)cc1 (stereo not given)	·	102	-8	101	-9	99	100	102	15	103	20
O=C(Nc1cc(N2CCOCC2)ncn1)Nc1cccc2ccccc12	·	101	-26	101	9	98	100	100	11	101	30
CC(C)(C)C(=O)/C=C(N)/C=C/c1ccccc1	21	103	-53	103	2	100	101	103	16	102	30
COCCn1c(NC(=S)NC(=O)C2CC2)cc(=O)[nH]c1=O	-15	?	-23	?	34	?	?	?	11	?	12
CN1CCN(C(=O)CN(c2ccccc2)S(=O)(=O)N(C)C)CC1	-13	96	-30	99	13	95	98	97	16	98	10
